# POLI inh: qHTS for Inhibitors of Polymerase Iota; DNA polymerase iota (Homo sapiens), Q9UNA4; Pol iota fluorescent replication assay, 10 min; Potency, µM (series often up to 115 µM), for the others: top-dose activity, negative = inhibition, hits mostly inhibitors; 1% of 390,000 active; AID 588590, 2011
#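 Pol iota at 10 nM preincubated 15 min with compounds at room temperature; reaction started with fluorescent substrate, 50 nM final. Fluorescence read kinetically at 0 and 10 min; buffer-only wells as negative control.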
# BLM inh: qHTS Assay for Inhibitors of Bloom's syndrome helicase (BLM); recombinant BLM DNA unwinding, fluorescence dequenching; Potency, µM (top dose mostly 56.1 µM), for the others: at the highest dose activity change, negative = inhibition, usual class: inhibitors; 0.2% of 350,000 active; AID 2528, 2010;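 also: plate controls were vehicle for no effect and no enzyme for full effect; nearly all actives have a fitted effect of over 35% in size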
# JMJD2A Tudor inh: qHTS Assay for Inhibitors of JMJD2A-Tudor Domain | AlphaScreen JMJD2A-Tudor / H3K4me3 peptide binding | Potency, µM (titrated, usually from 114 µM), without a hit: at the top dose activity change, negative = inhibition, hits mostly inhibitors | 4.4% of 390,000 active | Lysine-specific demethylase 4A (Homo sapiens), O75164; also: % is scaled to controls: 0 for no effect and ±100 for the full control effect; nearly all actives have a fitted effect of over 50% in size
# BAZ2B block: qHTS Assay for Inhibitors of BAZ2B; AlphaScreen BAZ2B-H3K14Ac peptide displacement; Potency, µM (titrated, usually from 114 µM), for inactives: at the highest dose activity change, negative = inhibition, usual class: inhibitors; 4.4% of 360,000 active; AID 504333, 2011; also: % is scaled to controls: 0 for no effect and ±100 for the full control effect; nearly all actives have a fitted effect of over 60% in size
#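 BAZ2B 50 nM plus b-H3(5-23)K14Ac 50 nM, PBS pH 7.4/0.01% Tween-20, 30 min RT; compound added (max 110 uM), 30 min RT; streptavidin donor/Ni-chelate acceptor beads 10 ug/mL final, 20 min dark; AlphaScreen read.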
# Pol kappa inh: qHTS for Inhibitors of Polymerase Kappa; DNA polymerase kappa (Homo sapiens), Q9UBT6; purified Pol kappa, fluorescent DNA synthesis assay, 10 min; Potency, µM (top dose mostly 107 µM), without a hit: top-dose activity, negative = inhibition, usual class: inhibitors; 0.53% of 400,000 active; AID 588579, 2011; also: % is scaled to controls: 0 for no effect and ±100 for the full control effect
#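 Readout: fluorescence, taken kinetically at 0 and 10 min. Conditions: 10 nM Pol kappa, 15 min RT compound preincubation, 50 nM substrate final. Controls: enzyme-free buffer wells.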
# POLH inh: qHTS for Inhibitors of Polymerase Eta. recombinant Pol eta, fluorescent DNA replication assay. Potency, µM (top dose mostly 114 µM), for inactives: at the top dose activity change, negative = inhibition, actives largely listed as inhibitors. 1.2% of 390,000 active. AID 588591, 2011; also: % is scaled to controls: 0 for no effect and ±100 for the full control effect
# Target sequence (Q9Y253 whole entry, looked up): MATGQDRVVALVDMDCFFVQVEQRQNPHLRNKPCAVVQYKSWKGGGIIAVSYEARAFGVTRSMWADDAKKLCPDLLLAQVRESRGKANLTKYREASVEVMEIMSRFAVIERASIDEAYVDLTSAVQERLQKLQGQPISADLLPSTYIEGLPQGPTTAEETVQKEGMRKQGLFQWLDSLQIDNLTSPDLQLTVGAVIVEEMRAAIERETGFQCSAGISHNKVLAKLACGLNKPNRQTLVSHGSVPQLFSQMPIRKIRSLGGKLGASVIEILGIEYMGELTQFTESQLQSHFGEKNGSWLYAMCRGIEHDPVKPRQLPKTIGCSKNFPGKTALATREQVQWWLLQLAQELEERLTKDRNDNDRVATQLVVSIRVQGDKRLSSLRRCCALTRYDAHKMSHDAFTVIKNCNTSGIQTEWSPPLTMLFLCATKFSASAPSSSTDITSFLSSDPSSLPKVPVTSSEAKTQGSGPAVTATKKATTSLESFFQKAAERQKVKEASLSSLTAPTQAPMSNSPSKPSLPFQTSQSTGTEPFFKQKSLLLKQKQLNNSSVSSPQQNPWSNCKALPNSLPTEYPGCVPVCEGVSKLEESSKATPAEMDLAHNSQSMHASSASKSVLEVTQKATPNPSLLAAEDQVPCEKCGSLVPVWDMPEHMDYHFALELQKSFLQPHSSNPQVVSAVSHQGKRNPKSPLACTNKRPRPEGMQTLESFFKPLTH
#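 Pol eta (10 nM) was preincubated with compounds for 15 min at room temperature, after which fluorescent replication substrate (50 nM final) was added to start the reaction. Fluorescence was read kinetically at 0 and 10 min.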
# G9a block: qHTS Assay for Inhibitors of Histone Lysine Methyltransferase G9a; 8.8% of 350,000 active; Histone-lysine N-methyltransferase EHMT2 (Homo sapiens), Q96KQ7; AID 504332, 2011; G9a H3K9 monomethylation, AlphaScreen, 2 h; Potency, µM (titrated, usually from 102 µM), for inactives: at the top dose activity, negative = inhibition, hits mostly inhibitors; also: % is scaled to controls: 0 for no effect and ±100 for the full control effect; nearly all actives have a fitted effect of over 75% in size
# Target sequence (Q96KQ7 913-1193 limits assumed): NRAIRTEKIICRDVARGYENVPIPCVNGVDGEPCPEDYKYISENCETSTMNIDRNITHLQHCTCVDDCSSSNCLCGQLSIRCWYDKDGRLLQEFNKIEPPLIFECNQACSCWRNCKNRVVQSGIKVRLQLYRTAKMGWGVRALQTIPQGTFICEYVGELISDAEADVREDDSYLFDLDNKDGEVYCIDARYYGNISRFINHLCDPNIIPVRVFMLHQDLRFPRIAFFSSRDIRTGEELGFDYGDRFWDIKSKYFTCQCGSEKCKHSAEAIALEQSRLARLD
#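 Step 1: enzyme (final 20 nM) with compound, 15 min RT. Step 2: substrate peptide 500 nM and SAM 20 uM, 2 h RT. Step 3: anti-H3K9me1 antibody and AlphaScreen beads, 10 min, then plate read.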
# APEX1 inh: qHTS Assay for Inhibitors of the Human Apurinic/apyrimidinic Endonuclease 1 (APE1) | recombinant APE1, TAMRA/BHQ-2 abasic DNA cleavage fluorescence | Potency, µM (series often up to 65.8 µM), without a hit: at the highest dose activity change, negative = inhibition, actives largely listed as inhibitors | AID 2517, 2012 | 0.35% of 350,000 active | DNA repair nuclease/redox regulator APEX1 (Homo sapiens), P27695;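 also: plate controls were vehicle for no effect and reference inhibitor for full effect; nearly all actives have a fitted effect of over 55% in size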
#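 Enzyme (0.75 nM final) and test compound are incubated 15 min at room temperature before adding 50 nM quenched THF abasic-site duplex. Cleavage dequenches TAMRA, followed at 525/598 nm over three reads one minute apart.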
# Pol beta inh: qHTS Assay for Inhibitors of DNA Polymerase Beta; 1.3% of 340,000 active; Pol beta primer extension/strand displacement, fluorescence kinetic; Potency, µM (top dose mostly 114 µM), inactives show top-dose activity change, negative = inhibition, hits mostly inhibitors; AID 485314, 2010; P06746; also: % is scaled to controls: 0 for no effect and ±100 for the full control effect
#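 Pol beta (10 nM) was preincubated with compound for 15 min at room temperature. The reaction was then started with 50 nM substrate and read immediately and after a further 10 min at room temperature.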
# The depositor's hits bear a star; ? = inconclusive; nt = no result given; & = joins results of further samples; [ ] = another dose, or the depositor's remark. Calls follow the shape of the dose curve; as a rule, active = well fitted curve in the direction sought with a large enough effect; inconclusive = small, poorly fitted or top-dose-only effect, or another doubt; inactive = no such curve, though single readings can be large; an effect the other way counts as inactive or inconclusive. Potency is read from the fitted curve at half-maximal effect. Not all compounds are listed; the hit share may differ from the screen's.
SMILES,POLI inh,BLM inh,JMJD2A Tudor inh,BAZ2B block,Pol kappa inh,POLH inh,G9a block,APEX1 inh,Pol beta inh
CCn1c(CNC(=O)COc2ccc(C(C)C)cc2)nnc1SCC(=O)Nc1ccccc1F,26%,-5%,-20%,6%,-6%,-18%,?,20%,15%
COc1ccc(NC(=S)N2CCNC(=O)C2CC(=O)Nc2ccc(C)cc2)cc1 (stereo unspecified),18%,-1%,-16%,-2%,-3%,-7%,20%[59 µM],-1%,1%
Cc1ccc(-n2ncc(C(=O)Nc3cc(Cl)ccc3C)c2C2CCNCC2)cc1C,-19%,4%,2%,-28%,3%,-7%,-40%,-4%,3%
COc1cccc(-c2cc(C(=O)N3CCN(S(=O)(=O)c4ccc(Br)cc4)CC3)[nH]n2)c1,-2%,-3%,-9%,0%,-6%,17%,3%,23%,-13%
O=C(CSc1ncnc2c1cnn2-c1ccccc1)NCC1CCCO1 (stereo unspecified),15%,nt,-11%,-2%,-8%,-3%,-22%,20%,nt
CCc1ccc(NC(=S)N2CCN(C)CC2)cc1,44%[activator],-6%,-12%,-6%,1%,-3%,nt,12%,4%
CCCSc1nnc2n(C)c(=O)c3c4c(sc3n12)CCC4,12%,1%,-15%,-18%,-10%,-11%,-1%[59 µM],0%,-15%
COc1cc(/C(C#N)=C/c2cccc3ccccc23)c([N+](=O)[O-])cc1OC,10%,0%,-24%,?,-5%,-12%,?,0%,-1%
Cc1cc(C(=O)NCc2ccccc2C)c2c(C)nn(-c3cccc(F)c3)c2n1,9%,1%,7%,15%[57.1 µM],-3%,-17%,-2%[59 µM],nt,7%
CCOC(=O)c1c(NC(=O)c2cc(CC(C)C)on2)sc(C(C)=O)c1C,13%&11%,-7%&0%,5%&1%,-5%&6%,-23%&5%,-15%&-5%,7.9µM*,2%,-2%&4%
O=c1ccc(Cl)cn1Cc1ccccc1F,33%[activator],4%,-6%[57.1 µM],6%,-5%,-2%,-1%[59 µM],0%,-6%
CN(Cc1ccccn1)C(=O)C1CCC(=O)N(CCc2ccc(Cl)cc2)C1 (stereo unspecified),?,1%,-9%,-18%,0%,-13%,-7%,58%[activator],13%
CN(C)C1(CNC(=O)C2CCC(=O)N(CCc3ccc(Cl)cc3)C2)CCCCC1 (stereo unspecified),30%,0%,-2%,-7%,-4%,-5%,14%,12%,9%
Cc1ccc(C(=O)NC2CCN(S(=O)(=O)c3ccccc3)CC2)cc1,96%[activator],-3%,12%,-14%,-3%,-4%,18%,-1%,-12%
Cn1c(=O)c2c(nc(CN3CCN(c4cccc(Cl)c4)CC3)n2CCc2ccccc2)n(C)c1=O,-2%,nt,-34%,nt,0%,-19%,nt,nt,nt
Nc1nnc(SCc2ccc(F)cc2)s1,6%,2%,-16%,5%,4%,3%,4%[59 µM],5%,26%
COc1cccc(NC(=O)CSc2nnc(C)s2)c1,23%,-1%,6%,8%,3%,-18%,14%[59 µM],1%,?
C/C=C/Cn1c(SCc2ccc(C)cc2)nc2c1c(=O)[nH]c(=O)n2C,-4%,-1%,-20%,-5%,-4%,6%,25µM*,0%,3%
CCC(=O)c1ccc(OCC(=O)N2CCCC2)c(OC)c1,5%,-4%,15%,50µM*,5%,-11%,nt,?,22µM*
Cc1ccc(CNC(=O)c2ccccc2NC(=O)c2nsc3ccccc23)cc1,4%,-1%,-7%,1%,-5%[60.1 µM],10%,5%[59 µM],nt,2%
CC1=C(n2ccnc2)CCC1=O,31%,nt,-2%,nt,1%,-8%,nt,nt,nt
COc1ccc(Cc2nnc(NC(=O)c3cccc([N+](=O)[O-])c3)s2)cc1,-8%,-1%,-7%,10%,-1%,-6%,-23%,-2%,3%
CCOC(=O)c1c(OCC)[nH]c2c1cc(O)c1ccccc12,61%[activator],-9%,50µM*,50µM*,-18%,-26%,?,-2%,-28%
CCOC(=O)c1ccccc1NC(=O)/C(C)=C/C(=O)O,-11%,-1%,-4%,-33%,2%,-11%,1%[2.33 µM],-2%,15%
Cc1nc2nc(SCC(=O)Nc3cccc(Cl)c3)nn2c(C)c1Cc1ccccc1,20%,-4%,-6%,4%,-5%[60.1 µM],-14%,6%[59 µM],nt,7%

# Profiles, quoted from the list.
# O=C(CSc1ncnc2c1cnn2-c1ccccc1)NCC1CCCO1 (stereo unspecified) in the list: POLI inh = 15%; BLM inh = nt; JMJD2A Tudor inh = -11%; BAZ2B block = -2%; Pol kappa inh = -8%; POLH inh = -3%; G9a block = -22%; APEX1 inh = 20%; Pol beta inh = nt
# COc1ccc(Cc2nnc(NC(=O)c3cccc([N+](=O)[O-])c3)s2)cc1 in the list: POLI inh = -8%; BLM inh = -1%; JMJD2A Tudor inh = -7%; BAZ2B block = 10%; Pol kappa inh = -1%; POLH inh = -6%; G9a block = -23%; APEX1 inh = -2%; Pol beta inh = 3%

# 7 entries from above, with values under each structure.
# Values run as follows: POLI inh, BLM inh, JMJD2A Tudor inh, BAZ2B block, Pol kappa inh, POLH inh, G9a block, APEX1 inh, Pol beta inh
> CN(Cc1ccccn1)C(=O)C1CCC(=O)N(CCc2ccc(Cl)cc2)C1 (stereo unspecified)
→ ?, 1%, -9%, -18%, 0%, -13%, -7%, 58%[activator], 13%
> CCCSc1nnc2n(C)c(=O)c3c4c(sc3n12)CCC4
→ 12%, 1%, -15%, -18%, -10%, -11%, -1%[59 µM], 0%, -15%
> Cc1ccc(-n2ncc(C(=O)Nc3cc(Cl)ccc3C)c2C2CCNCC2)cc1C
→ -19%, 4%, 2%, -28%, 3%, -7%, -40%, -4%, 3%
> Nc1nnc(SCc2ccc(F)cc2)s1
→ 6%, 2%, -16%, 5%, 4%, 3%, 4%[59 µM], 5%, 26%
> COc1cccc(-c2cc(C(=O)N3CCN(S(=O)(=O)c4ccc(Br)cc4)CC3)[nH]n2)c1
→ -2%, -3%, -9%, 0%, -6%, 17%, 3%, 23%, -13%
> Cc1ccc(CNC(=O)c2ccccc2NC(=O)c2nsc3ccccc23)cc1
→ 4%, -1%, -7%, 1%, -5%[60.1 µM], 10%, 5%[59 µM], nt, 2%
> COc1cccc(NC(=O)CSc2nnc(C)s2)c1
→ 23%, -1%, 6%, 8%, 3%, -18%, 14%[59 µM], 1%, ?

# Carrying on.
SMILES,POLI inh,BLM inh,JMJD2A Tudor inh,BAZ2B block,Pol kappa inh,POLH inh,G9a block,APEX1 inh,Pol beta inh
C#CCOCCOCCOCCNc1nc(N2CCOCC2)nc(N2CCN(C(=O)[C@H](CCC(=O)O)n3cc([C@@H](N)CCCCN)nn3)CC2)n1,-14%,nt,-19%,nt,-7%,-11%,nt,-3%,nt
Cc1ccc(-c2nc(S(=O)(=O)c3ccccc3)c(SCC(=O)NCC3CCCO3)o2)cc1 (stereo unspecified),12%,-4%,-13%,-3%,1%,-10%,35µM*,-1%,33%
COc1ccccc1NC(=O)NNC(=O)c1cc2ccccc2cc1O,-2%,-8%,-29%,7%,4%,-21%,110%[activator],19%,?
Cc1ccc2c(c1)c1c(c(=O)n(-c3ccccc3)c(=O)n1Cc1ccccc1C)n2C,20%,-2%,-19%,-11%,-8%,-8%,-7%[59 µM],nt,44%
Cc1ccc(C(=O)N/C(=C\c2cccs2)C(=O)NCc2ccncc2)cc1,?,-2%,-4%,5%,-12%,1%,nt,-5%,2%
O=C(Nc1cccc(Cl)c1)c1cc(-c2ccc3c(c2)OCO3)on1,21%,-5%,-1%,0%,5%,-9%,4%[59 µM],nt,-1%
COc1ccc(NC(=O)c2coc(C)c2)cc1,13%,-4%,-17%,-8%,-3%,-6%,?,-13%,26%
OCCN1CCN(c2ncnc3scc(-c4ccc(F)cc4)c23)CC1,26%,0%,-9%,-13%,-19%,-2%,7%,23%,28%
O=C(c1ccccc1)N1CCN(C(=S)NCCc2ccccc2)CC1,-11%,0%,-15%,-18%,-8%,-12%,-11%[59 µM],4%,7%
Cc1cc(C)c(C)c(S(=O)(=O)Nc2ccc(O)cc2)c1C,13%,-4%,-8%,4%,-5%,-30%,-28%[59 µM],-1%,10%
Cc1cc(Nc2cccc(C(F)(F)F)c2)nc2ccc(NC(=O)c3cccnc3)cc12,26%,-4%,-10%,16%,-4%,-24%,18%[59 µM],nt,2%
O=C(COC(=O)c1cc(=O)[nH]c2ccccc12)c1cccs1,28%,-5%,-12%,-15%,-14%,9%,-12%,2%,-19%
O=C(COC(=O)c1c(Cl)cccc1Cl)NCC1CCCO1 (stereo unspecified),10%,nt,-9%,nt,-2%,-6%,nt,nt,nt
S=C(NCCc1ccccn1)Nc1ccc(Cl)c(Cl)c1,30%[activator],-2%,-7%,1%,-7%,-15%,26%[59 µM],-2%,24%
O=C(O)c1ccc(N2CC3CC(C2)c2cccc(=O)n2C3)c(NC(=S)Nc2ccc(Cl)cc2Cl)c1 (stereo unspecified),25%,0%,-30%,1%,-4%,-2%,10µM*,-1%,3%
NC(=O)[C@@H]1CCCN1C(=O)c1ccc2oc(CCc3ccccc3)nc2c1,9%,2%,-9%,1%,-11%,-9%,nt,-5%,51%
COC(=O)c1cc(OC)c(OC)cc1NC(=O)c1ccccc1,14%,-1%,-1%,10%,-12%,?,12%[12.7 µM],-1%,-2%
O=C(OCC#CCSc1nnc(-c2ccccc2)o1)c1cc2ccccc2o1,-3%,-6%,11%,1%,9%,-15%,10%,2%,1%
CN1CCN(CCC(=O)Nc2ccc(C3CCCC3)cc2)CC1,-26%,0%,-10%,?,-12%,-21%,32µM*,2%,-20%

# Screening data (PubChem BioAssay)
